# KB-3-1 tox = kills parental KB-3-1 adenocarcinoma cells; 400,000 tested, 1.4% active; AID 1347075; Potency, µM (top dose mostly 46.1 µM), for the others: top-dose activity change, negative = cytotoxic, most hits filed as cytotoxic; KB-3-1 viability, CellTiter-Glo ATP luminescence, 72 h; also: potency is read from the fitted curve at half-maximal effect; % is scaled to controls: 0 for no effect and ±100 for the full control effect; nearly all actives have a fitted effect of over 60% in size
#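 Cytotoxicity measured as CellTiter-Glo luminescence after 72 h at 37 C. Compound titrations were pinned onto drug-naive KB-3-1 parental adenocarcinoma cells grown in DMEM with 10% FBS, and normalized data fitted to concentration-response curves.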
# D3 ag = D3 dopamine receptor (human) agonism; P35462; 410,000 tested, 0.58% active; max activation, %; D3R DiscoveRx beta-arrestin cells, luminescence, 90 min; in the data active = max activation above about 30%; also: 0% is about no effect; mostly tested at two doses, the higher about 12 µM
# Target sequence (P35462 whole entry, looked up): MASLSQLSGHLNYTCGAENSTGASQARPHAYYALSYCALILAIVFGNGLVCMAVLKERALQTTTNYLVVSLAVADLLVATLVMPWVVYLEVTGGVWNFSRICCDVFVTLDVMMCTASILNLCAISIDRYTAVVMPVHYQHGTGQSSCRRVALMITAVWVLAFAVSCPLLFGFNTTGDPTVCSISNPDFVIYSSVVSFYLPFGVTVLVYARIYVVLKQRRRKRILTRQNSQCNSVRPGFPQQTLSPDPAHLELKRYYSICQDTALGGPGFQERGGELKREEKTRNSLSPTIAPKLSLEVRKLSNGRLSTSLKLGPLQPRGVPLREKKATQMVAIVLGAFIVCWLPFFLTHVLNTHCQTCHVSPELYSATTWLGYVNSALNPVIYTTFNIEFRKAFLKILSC
#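 Agonist mode: compounds and dopamine controls were applied to plated cells for 90 min at 37 degrees C after an overnight attachment at 1500 cells/well. Luminescent read-out followed 30 - 60 minutes at room temperature with DiscoveRx detection reagent.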
# D3 antag = antagonists of human D3 dopamine receptor. P35462. D3R cells, DiscoveRx beta-arrestin luminescence, antagonist mode; active compounds read low. max response, negative = inhibition, %. 360,000 tested, 2.5% active. AID 652054; in the data active = max response below about -50%; inconclusive = no clear call, values can overlap the other calls; also: % is scaled to controls: 0 for no effect and ±100 for the full control effect; mostly tested at two doses, the higher about 12 µM
#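 Cells expressing the human receptor were seeded at 1500 cells/well, incubated overnight at 37 degrees C in 5% CO2, then exposed to library compounds with dopamine controls for 90 minutes at 37 degrees C before luminescent detection.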
# HT1080 IDH1KD tx = kills HT-1080 cells with IDH1 knockdown. HT-1080 IDH1 knockdown viability, ATP luminescence, 48 h. Potency, µM (top dose mostly 46.1 µM), for inactives: at the highest dose activity, negative = toxicity, usual class: cytotoxic. 360,000 tested, 2% active. AID 686971;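 also: potency is read from the fitted curve at half-maximal effect; 0% = DMSO wells and -100% = cell-free medium wells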
#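 IDH1KD HT-1080 cells, 750/well, RPMI + 5% FBS; compound pinned after 2 h settling; 48 h, 37 °C; CellTiter-Glo luminescence; % activity normalised to DMSO and no-cell wells; curves fitted, classed by r2 and efficacy.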
# IL-1B inflam inh = blocks inflammasome-driven IL-1 beta release | THP-1 LPS/ATP IL-1B secretion, AlphaLISA, 16 h; active compounds read low | activity change, % at 57.5 µM | 360,000 tested, 4.7% active | AID 743279; in the data active = activity change below about -50%; inconclusive = mostly about -30% to -49%; also: % is scaled to controls: 0 for no effect and ±100 for the full control effect
#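 Secreted IL-1B measured by AlphaLISA bead assay after 16 h compound exposure of THP-1 cells; compounds (final up to 57.5 uM) added 1 h before LPS (250 ng/mL) and ATP (1.25 mM) stimulation; lower signal means less secretion.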
# SW480 rereplic = inducers of DNA re-replication in SW480 colon cancer cells; SW480 DNA re-replication, Hoechst DNA content imaging, 48 h; 340,000 tested, 1.8% active; AID 624297; Potency, µM (series often up to 46.1 µM), for the others: at the highest dose re-replication activation, hits mostly activators; also: potency is read from the fitted curve at half-maximal effect; % of control where 0% means no effect; nearly all actives have a fitted effect of over 55% in size
#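 Image-based DNA-content assay: after two days of treatment, nuclei were labelled with the DNA dye Hoechst and imaged, and hits were compounds raising the count of nuclei showing high fluorescence intensity.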
# KB-V1 cytotox = kills drug-selected multidrug resistant KB-V1 cells | 400,000 tested, 3.4% active | AID 1347076 | KB-V1 MDR cells viability, CellTiter-Glo, 72 h | Potency, µM (series often up to 46.1 µM), without a hit: top-dose activity change, negative = cytotoxicity, actives largely listed as cytotoxic; also: potency is read from the fitted curve at half-maximal effect; % is scaled to controls: 0 for no effect and ±100 for the full control effect; nearly all actives have a fitted effect of over 60% in size
#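 Following 72 h at 37 degrees C with compound, KB-V1 cell viability was read by CellTiter-Glo luminescence, medium being phenol-red-free DMEM plus 10% FBS; concentration-response parameters came from normalized, curve-fitted qHTS data.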
# GLP-1R agonist = activates the human GLP-1 receptor; P43220; HEK293 GLP-1R CRE-luciferase, luminescence, 4-6 h; cells express a hypersensitive GLP-1R form; Potency, µM (highest dose often 45.6 µM), for inactives: at the top dose activation, actives largely listed as activators; 380,000 tested, 0.007% active; AID 624172; also: potency is read from the fitted curve at half-maximal effect; % of control where 0% means no effect
# Target sequence (P43220 whole entry, looked up): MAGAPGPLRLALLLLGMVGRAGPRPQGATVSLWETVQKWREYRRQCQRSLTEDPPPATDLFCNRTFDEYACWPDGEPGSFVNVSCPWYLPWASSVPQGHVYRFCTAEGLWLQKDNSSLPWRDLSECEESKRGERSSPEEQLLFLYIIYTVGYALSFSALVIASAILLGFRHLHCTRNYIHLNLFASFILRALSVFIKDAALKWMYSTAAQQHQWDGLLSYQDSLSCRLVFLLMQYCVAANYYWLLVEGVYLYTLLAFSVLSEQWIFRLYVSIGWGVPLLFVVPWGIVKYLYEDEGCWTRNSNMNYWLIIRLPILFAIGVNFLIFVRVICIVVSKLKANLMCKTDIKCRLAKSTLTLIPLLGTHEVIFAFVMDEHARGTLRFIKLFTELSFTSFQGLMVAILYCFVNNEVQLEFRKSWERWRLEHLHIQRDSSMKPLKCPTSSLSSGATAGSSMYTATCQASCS
# HT1080-NT tox = kills 2HG-producing HT-1080-NT fibrosarcoma cells; HT-1080-NT fibrosarcoma viability, CellTiter-Glo ATP luminescence, 48 h; Potency, µM (series often up to 46.1 µM), for inactives: top-dose activity, negative = less viability, actives largely listed as cytotoxic; 360,000 tested, 1.6% active;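 also: NT is the 2HG producing partner of a matched IDH1 knockdown line; potency is read from the fitted curve at half-maximal effect; 0% = DMSO-treated cells and -100% = media-only wells without cells; nearly all actives have a fitted effect of over 55% in size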
#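 Toxicity toward the 2HG-producing NT line was scored as %Activity, normalised to DMSO and no-cell wells, from CellTiter-Glo luminescence after 48 hours' treatment.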
# * marks the source's active call; other numbers are inactive results; ? = inconclusive; · = not tested or not shown; [ ] = remark or other dose. Unless noted, calls follow the shape of the dose curve; as a rule, active = well fitted curve in the direction sought with a large enough effect; inconclusive = small, poorly fitted or top-dose-only effect, or another doubt; inactive = no such curve, though single readings can be large; an effect the other way counts as inactive or inconclusive.
SMILES,KB-3-1 tox,D3 ag,D3 antag,HT1080 IDH1KD tx,IL-1B inflam inh,SW480 rereplic,KB-V1 cytotox,GLP-1R agonist,HT1080-NT tox
O=S(=O)(NC1CCCCC1)c1ccc(Br)cc1,?,7.0,-8.1,-1.3%[9.24 µM],19.8,-5.7%,-29.7%,12.8%,-6.1%
O=C(Nc1ccccc1)c1nc[nH]c1C(=O)N1CCc2ccccc2C1,-5.3%,17.5,22.3,22.5%,-12.7,2.3%,-6.7%,-5.0%,11.2%
Cc1ccc(C(=O)COC(=O)c2ccncc2)cc1[N+](=O)[O-],-1.1%,-6.3,-92.2*,8.8%,3.7,-0.9%,9.8%,-1.3%,9.7%
CCOC(=O)N1CCN(Cc2cc(Cl)c3cccnc3c2O)CC1,?,-11.1,-55.3*,3.26µM*,61.8,4.61µM*,-0.6%,24.1%,5.8µM*
COc1ccc(-c2ccc(=O)n(CC(=O)Nc3ccc(C(=O)NC4CC4)cc3)n2)cc1OC,10.0%,-6.9,?,-2.4%,?,-2.5%,26.1%,28.3%,-5.1%
CCOc1ccccc1NC(=O)c1ccc(S(=O)(=O)N2CCOCC2)cc1,12.2%,1.0,0.0,0.6%,-14.6,-2.2%,-1.9%,1.5%,-1.9%
CCNC(=O)C1(C)CCCN(Cc2ccccc2-c2ccccc2)C1 (stereo not given),2.6%,-2.7,?,25.4%,40.9,·,-18.0%,-2.1%,10.4%
CCN(CC)S(=O)(=O)c1nnc(NC(=O)c2ccco2)s1,-10.8%,-11.4,-7.5,-0.7%,-2.4,-0.8%,1.3%,2.5%,26.3%
Cc1ccc(OCCCCN2CCc3ccccc3C2)c(C)c1,0.7%,-31.1,-106.2*,?,?,?,-18.6%,3.5%,?
O=C(C1=C(O)C(=O)N(c2ncccn2)C1c1ccc(Cl)cc1)c1ccco1 (stereo not given),-0.2%,2.4,39.3,-0.4%,22.1,-2.5%,?,-24.2%,-1.6%
O=C(CNS(=O)(=O)c1ccc(Cl)c(C(F)(F)F)c1)NC1CCCCCC1,-9.2%,-3.4,8.0,5.2%,24.0,5.5%,-18.3%,-1.0%,2.1%
O=C(Nc1cccc(-c2nc3ncccc3o2)c1)c1sc2cc(Cl)ccc2c1Cl,15.2%,4.6,-20.3,-4.5%,0.6,-3.4%,6.3%,-0.4%,10.0%
CCN1CCN(C(C(=O)NC2CCCCC2)c2ccnc3ccccc23)CC1 (stereo not given),0.1%,-5.3,-26.7,4.1%,28.5,·,0.7%,2.6%,25.8%
COc1ccc(-n2c(C)cc(/C=C/c3nc(O)c([N+](=O)[O-])c(=O)[nH]3)c2C)cc1,6.9%,4.6,-6.2,4.3%,16.3,-1.4%,11.1%,0.4%,17.2%
C=CCc1cccc2cc(C(=O)N(C)C)c(=O)oc12,7.8%,2.4,11.3,9.4%,16.4,0.5%,15.3%,-0.7%,2.2%
Cc1cc(C)c(NC(=O)Cn2c(=O)n(CCc3ccccc3)c(=O)c3ccccc32)c(C)c1,2.5%,-3.8,·,·,·,·,-8.6%,-2.7%,·
COc1ccc(N2CCN(c3nc(Cl)nc(Nc4ccc(F)cc4)n3)CC2)cc1,8.0%,8.5,29.4,-21.1%,-78.9*,-112.4%[inhibitor],-22.3%,-1.4%,-15.5%
Oc1ccccc1N1CCN(c2nc(-c3cccs3)nc3ccccc23)CC1,-15.0%,12.9,44.6,-4.6%,-14.4,-8.0%,0.0%,14.0%,-0.6%
Cc1c(NCc2ccncc2)cccc1C(=O)O,1.1%,-3.7,-11.2,14.6%,6.9,-8.2%[9.22 µM],14.4%,3.2%,18.5%
COc1ccc(OCC(O)CNC2CCCC2)cc1 (stereo not given),14.5%,-15.9,-11.0,-1.9%,-17.5,-3.0%,2.3%,-3.5%,-1.4%
CC(C)N(C)c1ncnc2c1ncn2[C@H]1CN(Cc2ccco2)C[C@@H](CO)O1,0.0%,0.3,15.7,0.6%,0.5,·,1.8%,?,7.0%
COC(=O)c1sc2nc(SCc3ccccc3C#N)n(N)c(=O)c2c1C,10.0%,7.3,25.7,15.0%,35.0,-0.4%,6.3%,-8.3%,3.1%
CC(C)(C)C(=O)COC(=O)c1cc(-c2ccncc2)nc2ccccc12,19.3%,4.3,35.4,-12.7%,-6.7,-91.9%[inhibitor],0.5%,23.3%,-3.1%
COc1ccc(NC(=O)COC(=O)C23CC4CC(CC(Cl)(C4)C2)C3)c(OC)c1,-0.5%,0.3,25.4,17.8%,40.7,-4.2%,-16.7%,-3.0%,4.1%
CCCN(CCC)S(=O)(=O)c1cccc(C(=O)Nc2ccc3c(c2)OCO3)c1,?,-8.6,?,-23.0%,152.6,28.4%,-9.3%,17.9%,-15.8%

# Full records from above. Order of screens: KB-3-1 tox, D3 ag, D3 antag, HT1080 IDH1KD tx, IL-1B inflam inh, SW480 rereplic, KB-V1 cytotox, GLP-1R agonist, HT1080-NT tox
# Shown for `COc1ccc(-n2c(C)cc(/C=C/c3nc(O)c([N+](=O)[O-])c(=O)[nH]3)c2C)cc1` = 6.9%, 4.6, -6.2, 4.3%, 16.3, -1.4%, 11.1%, 0.4%, 17.2%
# Shown for `Oc1ccccc1N1CCN(c2nc(-c3cccs3)nc3ccccc23)CC1` = -15.0%, 12.9, 44.6, -4.6%, -14.4, -8.0%, 0.0%, 14.0%, -0.6%
# Shown for `COc1ccc(NC(=O)COC(=O)C23CC4CC(CC(Cl)(C4)C2)C3)c(OC)c1` = -0.5%, 0.3, 25.4, 17.8%, 40.7, -4.2%, -16.7%, -3.0%, 4.1%

# Following part.
SMILES,KB-3-1 tox,D3 ag,D3 antag,HT1080 IDH1KD tx,IL-1B inflam inh,SW480 rereplic,KB-V1 cytotox,GLP-1R agonist,HT1080-NT tox
COc1ccc(NC(=O)CN(C)CC(=O)NC2CCCCC2C)cc1 (stereo not given),-5.4%,4.3,5.3,2.2%,23.4,1.2%,18.4µM*,-1.0%,4.1%
COc1ccc(NCc2nnc(SCC(=O)c3ccc(OC)cc3)n2C)cc1,-23.5%,-1.2,-4.9,-18.0%,-19.3,?,-4.5%,2.7%,-9.5%
CCOc1ccc(C(C)=O)cc1CN1C(=O)c2ccccc2S1(=O)=O,-5.2%,-15.5,-4.1,-16.1%,0.0,-12.0%,?,10.8%,?
CCOc1ccccc1NC(=O)Cn1c(=O)n(CCCC(=O)NCc2ccc(C)cc2)c(=O)c2ccccc21,1.6%,5.7,·,·,·,·,-14.7%,-0.2%,·
Cc1ccc(NS(=O)(=O)c2ccc(NC(=O)c3ccc(-c4ccccc4)cc3)cc2)c(C)c1,-8.4%,13.5,18.9,?,20.1,1.9%,14.0%,-11.7%,?
COc1cc(C(C)=O)ccc1Oc1ncnc2c1cnn2-c1ccc(C)c(C)c1,-11.3%,14.7,58.7,7.4%,-12.5,2.7%,-2.2%,-0.2%,0.0%
O=S1(=O)C=C(Oc2ccc(F)cc2)c2ccccc21,10.0%,2.3,-19.4,12.9%,-7.5,-14.3%,10.9%,-2.9%,1.5%
Cc1ccc(S(=O)(=O)N2[C@@H](c3cccc(Cl)c3)C(C(=O)O)=CC[C@H]2c2cccc(Cl)c2)cc1,-0.4%,10.1,-3.0,-0.6%,36.8,-35.6%[inhibitor],?,5.1%,-3.1%
COc1ccc(-c2nn(-c3ccccc3)cc2CNC[C@H]2O[C@@H](n3cnc(C(N)=O)n3)[C@H](O)[C@@H]2O)cc1,0.0%,-12.9,0.0,4.3%,?,?,-0.5%,5.2%,-6.1%
Cc1ccc2nc(SCc3ccccc3)c(C=O)c(=O)n2c1,-6.6%,0.8,5.9,8.3%,20.7,-12.9%,8.2µM*,-24.7%,8.3%
O=C(c1ccc(Br)o1)N(c1ccccn1)C1CCCCC1,-4.0%,-2.5,0.2,-1.3%,2.8,-5.7%,?,1.2%,1.3%
CNc1cc([N+](=O)[O-])ccc1N/C=C/C(=O)c1cccs1,-1.7%,-21.6,-7.2,-13.8%,43.4,-1.5%,0.4%,-8.0%,-9.8%
COc1ccc(S(=O)(=O)N2CCCCC2c2cc(C(=O)NCc3cccnc3)no2)cc1 (stereo not given),0.0%,-2.0,-12.1,0.5%,7.7,·,1.1%,-0.2%,17.3%
O=C(COC(=O)c1ccccc1Br)NCc1cccs1,·,-8.0,-14.5,1.6%,16.7,2.5%,·,12.6%,4.0%
CN(C)c1ccc(C(=O)/C=C/c2ccc(Br)cc2)cc1,0.9%,-6.0,-21.0,-3.0%,-22.8,?,-11.2%,6.7%,0.1%
COc1cc(CCc2ccccc2)c(C(=O)O)c(O)c1C/C=C(/C)CCC=C(C)C,0.0%,15.0,38.7,?,35.2,-1.4%,0.0%,1.4%,?
O=C(CC1(O)C(=O)N(C/C=C/c2ccccc2)c2ccccc21)c1ccccn1 (stereo not given),?,-8.8,-14.1,10µM*,34.4,?,?,3.7%,?
Cc1ccccc1C([O-])=Nc1ccc[n+](-c2nc3ccccc3nc2NS(=O)(=O)c2ccccc2)c1,1.8%,-2.4,4.6,-17.8%,·,-1.1%,-1.1%,8.9%,-19.2%
CCOC(=O)c1sc2nc3c(cc2c1N)C(=O)CC(C)(C)C3,18.1%,3.5,-18.6,18.8%,?,?,-17.6%,4.6%,19.8%
Cc1nnc(SCC(=O)N2CC(=O)Nc3ccccc32)n1Cc1ccccc1,0.0%,-6.1,-66.2*,-2.0%,12.5,-5.0%[9.22 µM],9.6%,-6.9%,0.0%
COc1cc(NS(=O)(=O)c2ccc(N/C=C\C(=O)c3ccc(C)cc3)cc2)nc(OC)n1,8.5%,-2.3,10.4,-5.1%,0.0,-0.5%,1.3%,-1.3%,-2.1%
CCCCn1nc(C(=O)NCC(c2cccs2)N2CCOCC2)c2ccccc2c1=O (stereo not given),?,10.2,14.6,-1.0%,5.7,-36.1%,?,25.0%,0.3%
CCc1ccc(C2NC(c3ccc(CC)cc3)C([N+](=O)[O-])C(C)(C)C2[N+](=O)[O-])cc1 (stereo not given),12.2%,-14.6,-21.8,4.9%,-4.7,1.8%,-15.2%,-18.4%,3.5%

# Compound activity from PubChem.
